Source: PubChem
SRC1 TRFRET art: flags TR-FRET format artefacts in PPARgamma SRC-1 recruitment agonist screen | TR-FRET detection artefact counter-screen, emission ratio; stronger effect = higher value | TR-FRET ratio at 8 µM | hit rate 0.34% among 99,000; in the data active = TR-FRET ratio above about 2300; also: inactives centre near 1800; reference of the scale not given here
SRC3 TRFRET art: flags TR-FRET format artefacts in PPARgamma SRC-3 recruitment agonist screen; TR-FRET artefact counter-screen, PPARgamma/SRC-3 format; stronger effect = higher value; TR-FRET ratio at 8 µM; hit rate 0.39% among 99,000; AID 1048; in the data active = TR-FRET ratio above about 2000; also: inactives centre near 1600; reference of the scale not given here
Numbers without * were called inactive.

Values in the order: SRC1 TRFRET art, SRC3 TRFRET art
- COc1ccc(-c2nnc3ccc(SCC(=O)Nc4nc5ccccc5s4)nn23)cc1OC
  1853, 1539
- COc1cccc(NC(=O)/C=C/c2ccco2)c1
  1771, 1618
- OC(Cc1cccnc1)(Cc1cccnc1)c1cc2ccccc2[nH]1
  1988, 1529
- Cc1cc(C)n(CC2CC(=O)N(c3cc(Cl)cc(Cl)c3)C2=O)n1 (stereo unspecified)
  1709, 1512
- COc1cc(C(=O)NCC(c2ccco2)N2CCCC2)ccc1OCc1c(C)noc1C (stereo unspecified)
  1798, 1446
- O=C(CSCc1ccc(Cl)cc1)Nc1ccccc1O
  1697, 1446
- Cc1cc(C)nc(NS(=O)(=O)c2ccc(NC(=O)c3ccc(N4C(=O)CCC4=O)cc3)cc2)n1
  1998, 1652
- CC1=CC2CC1C1C(=O)N(c3ccc(S(=O)(=O)Nc4nc(C)cc(C)n4)cc3)C(=O)C21 (stereo unspecified)
  1722, 1636
- COc1cccc2cc(-c3ccnc(N)n3)oc12
  2068, 1632
- O=C(CNC(=O)c1ccccc1)NCC(=O)OCC(=O)c1ccc([N+](=O)[O-])cc1
  1689, 1573

In the list so far, 7 contain nitrogen in an aromatic ring.
Values in the order: SRC1 TRFRET art, SRC3 TRFRET art
- COc1ccc(-c2nnc3ccc(SCC(=O)Nc4nc5ccccc5s4)nn23)cc1OC
  1853, 1539
- OC(Cc1cccnc1)(Cc1cccnc1)c1cc2ccccc2[nH]1
  1988, 1529
- Cc1cc(C)n(CC2CC(=O)N(c3cc(Cl)cc(Cl)c3)C2=O)n1 (stereo unspecified)
  1709, 1512
- COc1cc(C(=O)NCC(c2ccco2)N2CCCC2)ccc1OCc1c(C)noc1C (stereo unspecified)
  1798, 1446
- Cc1cc(C)nc(NS(=O)(=O)c2ccc(NC(=O)c3ccc(N4C(=O)CCC4=O)cc3)cc2)n1
  1998, 1652
- CC1=CC2CC1C1C(=O)N(c3ccc(S(=O)(=O)Nc4nc(C)cc(C)n4)cc3)C(=O)C21 (stereo unspecified)
  1722, 1636
- COc1cccc2cc(-c3ccnc(N)n3)oc12
  2068, 1632

(continued)
Values in the order: SRC1 TRFRET art, SRC3 TRFRET art
- COC(=O)/C=C1/N/C(=N\c2nc(C)cc(C)n2)N(c2ccccc2)C1=O
  1843, 1544
- COc1cc(/C=C(\CC(=O)O)c2nc3ccccc3s2)cc(OC)c1O
  2105, 1582
- CN(C)c1ccc(C(C#N)c2ccccc2)nn1 (stereo unspecified)
  1741, 1696
- CC[n+]1ccc(C)c2cc(P(=O)(c3ccccc3)c3ccccc3)ccc21
  1973, 1466
- CC(=O)Nc1nnc(COc2ccccc2)s1
  1608, 1682
- COc1ccc(NC2=CC(c3ccc(F)cc3)N(c3ccc(OC)cc3)C2=O)cc1 (stereo unspecified)
  1849, 1787
- CCC1CCC(C(=O)NNC(=O)c2cc(-c3ccco3)[nH]n2)CC1 (stereo unspecified)
  1580, 1342
- CCN(CC(=O)Nc1ccc(N2CCOCC2)cc1)C(=O)c1ccc(C#N)cc1
  1971, 1529
- Nc1nc(C(F)(F)F)c(Br)c(=O)n1N
  1928, 1726
- CS(=O)(=O)NCCn1ccc2ccccc21
  1736, 1754
- CCCC(=O)NC(=S)Nc1ccc(C(C)=O)cc1
  1796, 1506
- S=C(NCCc1ccccc1)Nc1ccc(Br)cn1
  2017, 1891
- Cc1ccsc1C(=O)Nc1ccc(O)c(-c2nc3ccccc3s2)c1
  1647, 1569
- CC(/C=C/c1ccco1)=N\NC(=O)c1cccc(Cl)c1
  1663, 1526
- CCOCCCNC(=S)N1CCC(C(=O)c2ccc3c(c2)OCCO3)CC1
  1598, 1519
- CSc1ccc(S(=O)(=O)Nc2ccc(OCC(=O)N3CCOCC3)cc2)cc1
  1816, 1706
- OCCC1CN(Cc2cn[nH]c2C2CCCCC2)CCN1Cc1ccccc1 (stereo unspecified)
  1826, 1449
- Cc1ccc(OCCSc2nnc(C)c(=O)n2N)cc1
  1940, 1611
- COc1cc2nc(C3CCC3)nc(N3CCN(c4ccccn4)CC3)c2cc1OC
  1459, 1249
- COc1ccccc1C(=O)NC(=S)Nc1ccc(NC(=O)c2cccs2)cc1
  1758, 1659
- COc1ccc(N(CC(=O)N2CCC(Cc3ccccc3)CC2)S(C)(=O)=O)cc1
  1783, 1879
- CCCOc1c(Br)cc(C(N)=O)cc1OCC
  1934, 1635
- COc1cccc(OC)c1C(=O)Nc1nnc(-c2cccs2)s1
  2546*, 2204*
- O=C(CCC(=O)OCC(F)(F)C(F)F)Nc1ccccc1F
  1764, 1804
- COc1cccc(N(Cc2nnc3n2CCCCC3)C(=O)Nc2ccccc2)c1
  1620, 1642
- O=C(Cc1ccccc1[N+](=O)[O-])N1CCN(c2ccccc2F)CC1
  1706, 1622
- Cc1cc(N2CCOCC2)c2c(N)c(Br)cc(C)c2n1
  1600, 1588
- O=[N+]([O-])c1ccc(Oc2ccc(S(=O)(=O)N3CCCCC3)cc2)cc1
  1575, 1714
- CCOC(=O)C1=C(c2ccccc2)OC(N)=C(C#N)C1c1cccnc1 (stereo unspecified)
  1605, 1455
- Cc1ccc(-c2oc3ccccc3c(=O)c2O)cc1
  1838, 1692
- C=CCS(=O)(=O)N1CCCC(C(=O)c2cccc(Cl)c2)C1 (stereo unspecified)
  1977, 1607
- Cc1cc(NC(=O)CCCC(=O)NCc2ccccc2)no1
  1851, 1404
- Cc1ccc(OCCSCc2nnc(NC(=O)Nc3cccc(Cl)c3)s2)cc1
  2026, 1476
- COc1ccc(N2C(=O)CCC2(C(N)=O)c2ccccc2)cc1 (stereo unspecified)
  1970, 1692
- O=C(NCc1cccs1)C1CC(c2ccc(F)cc2)=NO1 (stereo unspecified)
  1906, 1555
- O=C(c1ccc(F)cc1)N1CCCC(c2ccccc2)C1 (stereo unspecified)
  1922, 1683
- COCC(C)NC(=O)c1oc2c(c1C)C1(CCC2)SCCS1 (stereo unspecified)
  1946, 1770
- CC(C)Sc1ccc(C(=O)Nc2ccc(F)cc2F)cn1
  1799, 1518
- CC(=O)c1c(C)[nH]c(C(=O)COC(=O)C2CC2)c1C
  1663, 1816
- C=CCNC(=S)Nc1ccc2nsnc2c1
  2407*, 1866
- COc1ccc(CN2CCC(C(=O)N(C)CCc3ccc(OC)c(OC)c3)CC2)c(OC)c1
  1588, 1553
- CS(=O)(=O)NNC(=O)c1cc2cc3ccccc3nc2s1
  1675, 1502
- COc1ccc(-c2cc(-c3nnc(COC(=O)CC4CCCC4)o3)c3ccccc3n2)cc1OC
  1928, 1824
- CC(C)(C)c1ccc(-c2n[nH]c(=S)n2/N=C/c2ccncc2)cc1
  1664, 1564
- Cc1ccc(OCC(=O)NCC(=O)Nc2ccc(F)cc2)c([N+](=O)[O-])n1
  1505, 1359
- Cc1ccc(NC(=O)CCNCc2ccco2)cc1S(=O)(=O)N(C)C
  1857, 1451
- O=C(O)CCC(=O)Nc1ccc(C(=O)OCC(=O)c2ccc(Cl)cc2)cc1
  1916, 1728
- Cc1nc(SCC(=O)NNC(=O)c2cccs2)[nH]c(=O)c1C
  1781, 1483
- O=C(c1cccc(Cl)c1)N1CCC(N2CCC(C(=O)N3CCOCC3)CC2)CC1
  1627, 1646
- Cc1ccc(SC(C)C(=O)NC(N)=O)c(C)c1 (stereo unspecified)
  1622, 1487

The results go on.
Values in the order: SRC1 TRFRET art, SRC3 TRFRET art
- O=[N+]([O-])c1ccc(C2OCCO2)cc1CS(=O)(=O)c1ccccc1
  1926, 1384
- CNC(=S)N/N=C(\C)c1ccc(Cl)c(Cl)c1
  2029, 1569
- C=C(C)CSc1nc(N)cc(=O)[nH]1
  1894, 1517
- CC(C)/C=N/Nc1nc(-c2ccc(Br)cc2)cs1
  1682, 1420
- O=S(=O)(c1cc(Cl)ccc1Cl)n1ccnc1
  1569, 1598
- COCC(C)NCc1cc(Br)ccc1OC (stereo unspecified)
  1799, 1656
- Cc1ccc(NC(=O)c2ccccc2)cc1-n1cnnn1
  2114, 1818
- O=C(Nc1cccc([N+](=O)[O-])c1)c1ccc(CN2CCOCC2)cc1
  1914, 1794
- COc1cccc(C(=O)/C=C/c2ccc(N3CCCCC3)c([N+](=O)[O-])c2)c1
  1605, 1459
- CCC(=O)Nc1ccc(C(=O)OCc2ccccc2)cc1
  1825, 1424
- CN1CCC/C1=C1/C(=O)N(c2ccccc2)N=C1NC(=O)Nc1cccc(Cl)c1
  1638, 1501
- c1ccc2c(c1)OCCOCCOc1ccccc1OCCOCCO2
  1860, 1720
- Cc1ccc(S(=O)(=O)NCC(=O)Nc2cccc([N+](=O)[O-])c2)cc1
  1848, 1432
- CSCCC(NS(=O)(=O)/C=C/c1ccccc1)C(=O)O (stereo unspecified)
  1660, 1800
- O=C(OCc1nc2ccccc2s1)c1ccccc1O
  1819, 1582
- Cc1ccc(NC(=O)COC(=O)c2ccc(Cl)cc2)cc1S(=O)(=O)N(C)C
  1775, 1672
- c1ccc2c3c([nH]c2c1)C1(CCCCC1)NCC3
  1728, 1641
- O=C(O)CCCCCNC(=O)/C=C/c1ccco1
  1941, 1521
- CCN(CC)C(=O)C(=O)N/N=C/c1ccc(C(=O)OC)cc1
  1615, 1546
- OC1COC(OCC2OC(OCc3ccccc3)C(O)C(O)C2O)C(O)C1O (stereo unspecified)
  1699, 1469
- COc1ccc(CCNC(=O)Cn2nc(C(=O)O)c3ccccc3c2=O)cc1OC
  1659, 1347
- O=C(O)c1ccc(Cn2cc(C(F)(F)F)ccc2=O)cc1
  1651, 1512
- Cc1ccc([C@@H]2C[C@H]3CN(Cc4cccc(Cl)c4)C(=O)[C@]34CCCN24)o1
  1613, 1652
- Cc1ccc2c(Cl)c(C(=O)Nc3nn[nH]n3)sc2c1
  1843, 1601
- O=C(Cn1cnc2ccccc2c1=O)N1CCN(c2ccc(F)cc2)CC1
  1562, 1511
- COc1ccccc1C1CCCN1Cc1nc(-c2ccc(C)s2)oc1C (stereo unspecified)
  1664, 1667
- COc1c(C)cc(C(=O)C2CCCN(Cc3c(C)n(C)n(-c4ccccc4)c3=O)C2)cc1C (stereo unspecified)
  1864, 1543
- CC(C)CC1NC(=O)N(CC(=O)Nc2ccccc2-c2ccccc2)C1=O (stereo unspecified)
  1937, 1658
- Cc1cc(NC(=O)Nc2ccccc2[N+](=O)[O-])no1
  1689, 1287
- CC(C)=N/N=C(/c1ccc([N+](=O)[O-])cc1)C12CN3CN(CN(C3)C1)C2
  1947, 1496
- Cc1ccc(-n2c(O)c(C=Nc3ccc(S(=O)(=O)Nc4ncccn4)cc3)c3ccccc3c2=O)cc1C
  1998, 1382
- CC(C)N(C(=O)CSc1nc(COc2ccccc2)nc2ccccc12)C(C)C
  1667, 1528
- CCN(C(=O)CSc1nnc(-c2ccc(Cl)cc2)n1C)C1CCS(=O)(=O)C1 (stereo unspecified)
  1598, 1357
- COc1ccc(C(C)(C)C)cc1NC(=O)Cn1cnnn1
  1957, 1637
- CCOC(=O)N1CCN(CC(=O)Nc2ccc(F)c(F)c2F)CC1
  1820, 1555
- O=C(CN1C(=O)/C(=C/c2cccc(Br)c2)SC1=S)NC1=NCCS1
  1945, 1589
- CC(C)NC(=O)[C@H](CSCc1ccccc1)N1Cc2ccccc2C1=O
  1801, 1604
- O=C(c1ccco1)N(Cc1ccco1)c1ccc(O)cc1
  1494, 1853
- Cc1ccc(O)c(NC(=O)/C=C/C(=O)O)c1
  1597, 1254
- N#Cc1ccc(Oc2ccc(NC(=O)C3CC=CCC3C(=O)O)cc2)cc1 (stereo unspecified)
  1635, 1571
- Cc1cc(/C=C2\SC(=S)N(Cc3ccco3)C2=O)c(C)n1-c1ccccc1
  1698, 1502
- Cc1[nH]c2ccccc2c1C(=O)C(=O)NCCOc1ccccc1
  2149, 1657
- O=C(NCc1cccnc1)C(=O)NCC(c1ccco1)N1CCN(c2ccccc2)CC1 (stereo unspecified)
  1938, 1599
- Nc1nc(-c2ccc(F)cc2)cs1
  1855, 1596
- O=C(O)c1cccc(-c2ccc(/C=N/Nc3nn[nH]n3)o2)c1
  1515, 1732
- CC1Oc2ccccc2N(CC(=O)NCc2ccc3c(c2)OCO3)C1=O (stereo unspecified)
  1849, 1434
- O=C1Oc2ccccc2C(=O)/C1=C/N1CCN(c2ccccc2F)CC1
  1670, 1508
- O=C(NNc1nc2c(F)cccc2s1)C1COc2ccccc2O1 (stereo unspecified)
  1759, 1478
- CCN(CC)S(=O)(=O)c1ccc(NC(=O)COC(=O)c2cnc(C)cn2)cc1
  1907, 1537
- CCOc1ccc(N(CC(=O)NN=C2CCCC2)S(C)(=O)=O)cc1
  1614, 1571

Going on with the list:
Values in the order: SRC1 TRFRET art, SRC3 TRFRET art
- CCOC(=O)C1=C(O)/C(=C/c2ccc(OCC(=O)O)c(OC)c2)SC1=Nc1ccc(OC)cc1
  1752, 1670
- CCCCc1ccc(NC(=S)NCCc2ccc(S(N)(=O)=O)cc2)cc1
  1553, 1658
- CC(C)c1cc(NC(=O)CCl)on1
  1935, 1556
- COC(=O)c1c(C(=O)OC)c(-c2ccc(C(C)(C)C)cc2)n2c1CS(=O)C2 (stereo unspecified)
  1695, 1489
- COc1ccc(CCNC(=O)CSc2ccc(-c3ccncc3)nn2)cc1
  1920, 1438
- Cc1ccc(-n2nnc(-c3cc4ccccc4nc3Cl)n2)cc1
  1590, 1606
- O=C(NCc1ccccn1)C1CN(S(=O)(=O)c2ccccc2)CCN1S(=O)(=O)c1ccccc1 (stereo unspecified)
  2059, 1526
- COCCN(Cc1cc2cc(C)ccc2nc1Cl)C(=O)Nc1ccccc1OC
  1569, 1720
- COc1ccc(C(=O)CC(=O)c2ccccc2O)cc1OC
  2127, 1782
- COc1ccc(C(=O)N/N=C(\C)c2ccc3c(c2)C2C=CCC2C(c2ccccc2)N3)cc1 (stereo unspecified)
  1675, 1578
- CCOC(=O)c1sc(NC(=O)c2cccc(S(=O)(=O)N3c4ccccc4CC3C)c2)cc1C (stereo unspecified)
  1957, 1539
- O=C(NCCC1=CCCCC1)C1CCN(S(=O)(=O)c2ccc(Br)s2)CC1
  2079, 1642

Some of the compounds tested (hit frequency here may not be typical).
